# HSP90 inh = HSP90 refolding inhibition in rabbit reticulocyte lysate; 290,000 tested, 0.91% active; luciferase refolding luminescence, 3 h; inhibition, % at 5.6 µM;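 active = inhibition above the screen-wide mean plus 3 SD, computed separately per campaign, cut at about 16% in these data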;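 note: 0% = DMSO wells and 100% = 60 µM geldanamycin wells; inhibitors lower the luminescence because luciferase stays unfolded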
# AI-2 QS modul = Vibrio harveyi AI-2 quorum sensing modulation; Vibrio harveyi JMH597 AI-2 luminescence/OD600 ratio, 9 h; stronger effect = lower value; strain lacks LuxN and CqsS sensors; 0 = neutral-control median; activity change, % at 7.5 µM; 300,000 tested, 0.4% active; in the data active = activity change below about -75%, passing the limit was not always enough; inconclusive = no clear call, values can overlap the other calls;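 note: luminescence divided by OD600 gain over 9 h not by final OD600 alone; inactives centre near 13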
# HSF-1 act = increases HSF-1 driven luciferase reporter signal | NIH3T3-HGL HSF-1 luciferase reporter, MG132, 8 h; 100% = twice DMSO control signal | activation, % at 9 µM | 300,000 tested, 1.7% active | AID 504408;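 active = mean replicate activation of at least 50% with a set share of replicates each reaching 50%; inconclusive = only one of those two conditions met; inactive = mean below 50% and too few replicates reaching it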;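 note: 0% = median of the neutral control wells and 100% = twice that signal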
# HSF1 inhib = HSF1 inhibition. 300,000 tested, 0.77% active. activity change, negative = inhibition, % at 7.5 µM (by protocol). AID 2098. NIH3T3-HGL HSE-luciferase, MG132-induced, luminescence 8 h; stronger effect = lower value;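 active = more than half of replicate wells show activity change below -50%, luminescence cut by over half; inconclusive = some wells, but at most half, below -50%; inactive = no replicate well below -50%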;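 note: luciferase reports HSF-1 transcriptional activity via heat shock element; 0% = median of DMSO wells and -100% = zero luminescence signal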
# IEC-6 cytotox = counter-screen for KLF5 inhibitors: cytotoxicity in IEC-6 cells; IEC-6 cytotoxicity, luminescence viability; inhibition, % at 5 µM; 290,000 tested, 0.78% active; AID 1825; in the data active = inhibition above about 22%;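 note: 0% = plate median of test compound wells and 100% = cytotoxic reference compound wells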
# KLF5 inh = kruppel-like factor 5 inhibition; inhibition, % at 5 µM; DLD-1 KLF5 promoter-luciferase reporter, luminescence; 290,000 tested, 0.23% active;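 active = inhibition above a per-plate limit of that plate's mean compound inhibition plus 3 SD, cut at about 60% in these data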;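 note: 0% = DMSO wells and 100% = LY294002 at 200 µM; higher means less KLF5 promoter-driven luciferase light; inactives centre near -14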
# aSyn 5UTR inh = MLPCN primary screen, SNCA 5' untranslated region; AID 1813; alpha-synuclein 5'UTR reporter, inhibitor activity; inhibition, % (tested at 7.5 µM); 300,000 tested, 0.82% active; in the data active = inhibition above about 60%; inconclusive = no clear call, values can overlap the other calls;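 note: H4 neuroglioblastoma cells stably carrying SNCA 5'UTR luciferase fusion; 0% = DMSO wells and 100% = positive control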
# GSK3beta inhib = inhibitors of human GSK3beta kinase; P49841; 300,000 tested, 0.038% active; AID 2097; activity score (negative = inhibition), % at 10 µM; GST-GSK3beta kinase, ADP-Glo luminescence, 60 min; stronger effect = lower value;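 active = more than half of replicate wells score below -50%, meaning over 50% inhibition versus plate controls; inconclusive = some replicates but at most half score below -50%; inactive = no replicate scores below -50%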;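 note: 0% = median DMSO wells and -100% = median GW8510 positive control wells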
# Target sequence (P49841 whole entry, looked up): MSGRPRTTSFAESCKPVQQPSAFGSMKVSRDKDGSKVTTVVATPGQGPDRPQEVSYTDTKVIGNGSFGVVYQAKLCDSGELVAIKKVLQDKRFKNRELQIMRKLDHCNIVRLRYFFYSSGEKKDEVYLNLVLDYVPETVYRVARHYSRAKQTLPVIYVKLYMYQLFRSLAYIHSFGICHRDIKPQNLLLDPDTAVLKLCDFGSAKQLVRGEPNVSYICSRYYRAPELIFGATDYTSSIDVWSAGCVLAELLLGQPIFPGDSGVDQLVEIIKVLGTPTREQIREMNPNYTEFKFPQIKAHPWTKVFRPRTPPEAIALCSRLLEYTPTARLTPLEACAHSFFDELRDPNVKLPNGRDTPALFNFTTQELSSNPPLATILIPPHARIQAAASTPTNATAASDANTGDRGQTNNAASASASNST
#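 Test system: GST-tagged human GSK3beta kinase, cell-free; evaluation: activity score scaled between in-plate DMSO and GW8510 controls; measured by: ADP-Glo luminescence; incubation: 60 min reaction, RT; benchmarks: DMSO and 20 µM GW8510; reagent: peptide substrate plus 25 µM ATP (final); medium: Tris/MgCl2 kinase buffer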
# PolyA inh = yeast polyadenylation inhibition; S. cerevisiae SKY197-pL101 polyadenylation reporter, beta-gal luminescence; efflux-impaired pdr1/pdr3 knockout yeast; score 100 = 6 SD above DMSO; calls only at 12 µM; 300,000 tested, 0.02% active; AID 1875;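 active = lowest replicate activity score at least 50, where 100 means six control SD above control mean; inconclusive = lowest score under 50 but half or more replicates reach 50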;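 note: yeast exposed to compound for 9 h at 30 °C; higher score means more reporter readthrough which indicates perturbed polyadenylation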
# GSK3A inh = blocks human GSK-3 alpha kinase; 320,000 tested, 0.1% active; P49840; AID 2650; inhibition, % at 10 µM; ADP-Glo luminescence, 60 min;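 in the data active = inhibition above about 50%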;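 note: GST-tagged GSK-3 alpha with peptide substrate and 25 µM ATP; 0% = DMSO neutral wells and 100% = GW8510 positive control wells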
# Target sequence (P49840 whole entry, looked up): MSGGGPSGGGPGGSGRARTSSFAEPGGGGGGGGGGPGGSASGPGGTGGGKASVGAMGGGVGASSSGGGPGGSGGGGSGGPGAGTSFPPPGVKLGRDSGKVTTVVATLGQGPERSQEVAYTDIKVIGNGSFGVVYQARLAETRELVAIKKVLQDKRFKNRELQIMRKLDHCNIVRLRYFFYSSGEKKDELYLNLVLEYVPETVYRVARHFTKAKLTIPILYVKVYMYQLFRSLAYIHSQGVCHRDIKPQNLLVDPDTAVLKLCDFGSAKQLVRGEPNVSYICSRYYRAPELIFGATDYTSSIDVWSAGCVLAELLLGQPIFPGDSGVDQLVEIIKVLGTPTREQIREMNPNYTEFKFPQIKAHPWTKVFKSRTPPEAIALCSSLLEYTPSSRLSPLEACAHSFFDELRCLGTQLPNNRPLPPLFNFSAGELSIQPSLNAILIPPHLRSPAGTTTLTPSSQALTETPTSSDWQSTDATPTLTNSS
# Starred values were filed as active, the others as inactive; i = inactive; ? = inconclusive; . = no result given. Only part of the results is shown; the hit share may differ from the screen's.
SMILES,HSP90 inh,AI-2 QS modul,HSF-1 act,HSF1 inhib,IEC-6 cytotox,KLF5 inh,aSyn 5UTR inh,GSK3beta inhib,PolyA inh,GSK3A inh
COc1ccc(CCNC(=O)CCC(=O)N2CCOc3ccc(Cl)cc32)cc1OC,2,17,20,9,-4,-33,7,-1,i,-3
O=c1c2c(nc3nc(NCc4ccc(Cl)cc4)[nH]n13)CCC2,-1,19,-1,-3,2,-11,-3,-4,i,-1
COC(=O)C1CCN(C(=O)c2ccc3oc(Cc4ccc(Cl)cc4)nc3c2)CC1,-1,-86*,10,10,1,-20,-2,0,i,1
Cc1ccc(S(=O)(=O)N2CCOCC2)cc1C(=O)NCC1CCCO1 (stereo unspecified),-5,13,1,-4,1,-3,9,-2,i,0
O=C(CNC(=O)OCc1ccccc1)NC1CCCCCCC1,-3,17,-4,-2,0,28,-20,1,i,-6
Cc1ccc(C(=O)CN2C(=O)C(C)Oc3ccccc32)cc1 (stereo unspecified),-5,21,10,-8,3,-30,-55,1,i,-1
Cc1nc2ccccc2n1CC(=O)N/N=C\C=C\c1ccccc1,3,4,-2,-3,8,-6,3,-2,i,-2
CCN(CC)CCNC(=O)C1CCC(=O)N1CCc1ccccc1 (stereo unspecified),-1,5,-1,2,10,-1,5,1,i,-2
COc1ccc2[nH]c(C(=O)NCCCN3CCCC3=O)c(C)c2c1,-2,19,5,1,-1,-33,-48,1,i,-3
Clc1ccc(C2[C@H]3CN(Cc4ccc(-c5ccccc5)cc4)[C@H](c4ccccc4)C34CC2(c2ccccc2)C4)cn1 (stereo partly specified),.,2,-8,3,.,.,7,-1,i,-3
Cc1cccc(-n2c(CNC(=O)c3ccccc3)nnc2SCC(=O)Nc2nccs2)c1,0,-2,-6,1,5,-2,-5,3,i,-1
CCN(CC)S(=O)(=O)c1ccc(N2CCOCC2)c(NC(=O)c2cc(=O)[nH]c3ccccc23)c1,0,-5,14,3,-7,-11,16,0,i,-14
COc1ccccc1C(=O)NCCSCc1ccccc1Cl,1,4,18,8,-2,-19,-27,-4,i,-1
Cc1ccc2c(c1)C1CN(C)CCC1N2C(=O)COc1ccc(N(C)C(=O)c2ccccc2)cc1 (stereo unspecified),-5,4,5,2,-5,-26,-14,-5,i,7
COc1cccc(CN2CCC(C(=O)N3CCN(c4ccccc4F)CC3)CC2)c1,-5,17,-3,-10,-5,0,3,0,i,13
CCOC(=O)N1CCN(C(=O)CSc2nnc(CNC(=O)c3c(F)cccc3Cl)o2)CC1,0,6,8,1,-1,-10,1,-2,i,0
CCN1CCN(c2cc(-c3ccccc3)nc3cc(-c4cccc(F)c4)nn23)CC1,-3,4,11,-2,-7,-20,20,0,i,-2
Brc1ccccc1OCCCCCN1CCCC1,-4,21,-7,-7,1,-14,-8,1,i,0
Cc1cc(=O)oc2cc(OCc3ccc(S(=O)(=O)N4CCOCC4)cc3)ccc12,2,38,0,6,3,-32,14,0,i,-1
O=C1C2C3C=CC(C3)C2C(=O)N1CN(Cc1ccccc1)CN1C(=O)C2C3C=CC(C3)C2C1=O (stereo unspecified),0,8,-9,2,1,-22,0,0,i,-1
O=C(CCC(=O)n1ncc2ccccc21)NCc1ccc(F)cc1,2,20,-18,-4,-4,-17,-30,0,i,-2
O=C(CSc1nnc(-c2cccs2)n1CC1CCCO1)c1cc2ccccc2o1 (stereo unspecified),3,15,3,4,0,-35,9,2,i,-2
CCOC(=O)c1nc(C)n(-c2cc(OC)c(Cl)cc2Cl)n1,1,14,8,-2,-3,-3,-5,-1,i,-4
CCCCn1c(=O)[nH]c(=O)c2c1nc(-c1ccc(-c3ccccc3Br)o1)n2CCOC,2,23,20,0,-7,3,5,1,i,2
O=C(c1ccc(-n2cnnn2)cc1)N1CCOCC1,2,25,-5,-2,-1,-19,9,-19,i,-1
CCOC(=O)c1ccc(NC(=O)Cn2nnc3ccccc32)cc1,-1,?,.,.,-2,-203,.,2,.,0
Cc1cc(C)cc(N(CCC#N)C(=O)COC(=O)C2=COCCO2)c1,.,34,-2,-6,.,.,8,1,i,-1
Cc1cc2cc(CNC(=O)CCC(=O)O)ccc2[nH]1,3,17,-2,-1,-1,-7,12,0,i,-1
COc1ccccc1CNC(=O)C1CCCN(S(=O)(=O)c2cccc3nsnc23)C1 (stereo unspecified),3,.,-1,-7,8,1,-3,-2,i,2
[O-]/[N+](=C\C=C\c1ccccc1)c1ccccc1,2,20,62*,24,-1,-149,-182,-22,i,-2
COc1ccc(CN(C(=O)CSc2nnc(-c3ccccc3C)o2)c2ccc(F)cc2)cc1,4,19,-23,-1,-2,-11,-3,-1,i,3
Cc1nnc(NC(=O)c2cccc(Br)c2)s1,0,7,15,3,0,-59,-96,2,i,2
C=CCNC(=O)c1ccc(NC(=O)CC2SC(N3CCCC3)=NC2=O)cc1 (stereo unspecified),.,6,-5,-3,.,.,5,8,i,1
Cc1noc(C)c1C(=O)OCC(=O)Nc1c(F)cccc1F,2,16,-13,-6,0,-11,-2,2,i,0
CC(=O)Nc1ccc(C(=O)NC(C)c2ccc(-n3ccnc3)cc2)cc1 (stereo unspecified),2,4,1,-1,5,-9,-1,3,i,-2
Cc1ccc(C(=O)O/N=C(\N)Cc2cccc3ccccc23)cc1,10,15,64*,17,7,-3,-11,-3,.,-2
Cc1cc(C(=O)CSc2n[nH]c(-c3ccccc3F)n2)c(C)n1Cc1cccs1,3,30,-1,11,1,-19,16,1,i,.
CCCN1Cc2cccc(C(=O)NCc3ccc(C)cc3)c2C1=O,-1,28,5,-1,0,5,17,1,i,.
COc1nc(NCCO)nc(Nc2cc(Cl)ccc2OC)n1,1,0,-11,-1,-4,-18,11,1,i,-3
N[C@@H](C(=O)N[C@@H]1C(=O)N2C(C(=O)O)=C(Cl)CS[C@H]12)c1ccccc1,-1,26,-1,-3,-4,4,0,1,i,-1
Cc1sc2ncnc(NCC(C)(C)N3CCOCC3)c2c1C,2,8,-12,-5,5,-8,17,0,i,-1
CC/C(=N\NC(=S)Nc1cccc(C)c1)c1ccccc1,1,2,13,-1,-2,-28,-38,-28,i,0
CCOC(=O)c1cc2sc(C)cc2n1CC(=O)Nc1cccc(C)c1C,0,3,35,-1,-4,28,10,-1,i,-5
COC(=O)c1sccc1NC(=O)Cn1nnc(-c2ccccc2C)n1,0,9,32,4,3,-28,2,1,i,3
CCn1c(SCC(=O)OC)nc2cc(S(=O)(=O)N3CCOCC3)ccc21,.,13,3,-1,.,.,-4,-4,i,-1
CCOc1cccc(C(=O)NC(=S)Nc2cccc(C)c2)c1,4,11,49,31,-4,-52,-46,-7,i,-3
Cc1cc2c(NCCc3ccccc3)ncnc2s1,3,-7,-19,-3,22*,-103,-64,0,i,-4
CC(=O)Nc1ccc(N2CCOCC2)c(Cl)c1,-4,16,2,-8,-3,-25,-4,2,i,-4
Cc1ccc(SCC(=O)OCC(=O)NC2CCCCCCC2)cc1,.,14,-5,-6,.,.,-9,4,i,-3
CC(=O)N(Cc1cc(=O)[nH]c2ccccc12)c1cccc(C)c1,3,6,-11,-11,1,-19,9,1,i,1
CCOC(=O)NC(=O)CN1C(=O)NC(C)(c2ccccc2)C1=O (stereo unspecified),0,16,38,-1,-5,8,17,-23,i,-1
NS(=O)(=O)c1ccc(CCNC(=O)c2ccc(Cl)nc2)cc1,5,10,-4,-5,0,-13,-6,-1,i,-3
O=C1CCCN1CCC1CCN(C(=S)Nc2ccc(F)cc2)CC1,14,6,-48,-44,2,-27,-7,4,i,-6
O=C(COC(=O)C1CCN(c2ccc(C(F)(F)F)cn2)CC1)NCc1ccc(F)cc1,.,-9,-7,3,.,.,-5,4,i,0
COc1ccc(Oc2coc3c(CN(C)C)c(O)ccc3c2=O)cc1,0,-5,0,-4,-3,5,-4,-4,i,0
CCN(CCCNC(=O)CN1C(=O)COc2ccccc21)c1ccccc1,4,.,.,.,3,10,.,.,.,-1
Cc1cccc(NC(=S)NC(=O)c2oc3ccccc3c2C)n1,-3,-7,31,11,-1,-105,-144,3,i,0
Cc1ccc(C(=O)Nc2ncnc3sc4c(c23)CCCCC4)cc1,1,30,4,5,5,-21,-7,-4,i,4
CC(C)(C)c1ccccc1OCCOCCSc1ncccn1,2,10,-51,-33,1,4,12,-3,i,-5
O=C(N/N=C/c1ccc(Br)cc1)c1ccccc1-n1cccc1,-1,10,27,26,1,6,-39,-1,i,2
# (further entries)
SMILES,HSP90 inh,AI-2 QS modul,HSF-1 act,HSF1 inhib,IEC-6 cytotox,KLF5 inh,aSyn 5UTR inh,GSK3beta inhib,PolyA inh,GSK3A inh
CC(=O)N1CCc2cc(S(=O)(=O)CCC(=O)Nc3cccc(F)c3)ccc21,-1,13,-5,-2,3,-20,3,1,i,-2
O=[N+]([O-])c1ccc(N2CCN(S(=O)(=O)c3ccc(Cl)c(Cl)c3)CC2)cc1NCCN1CCOCC1,-3,21,-7,-3,1,-13,39,0,i,3
Cc1ccc(S(=O)(=O)CCC(=O)OCC(=O)NCc2ccccc2)cc1,.,7,-8,3,.,.,-18,-4,i,1
Cc1cccc(N2CCCn3c2nc2c3c(=O)n(CCN3CCOCC3)c(=O)n2C)c1,-4,25,21,1,-9,-11,13,-1,i,-1
O=C1Nc2ccccc2C(=O)C1(Cl)Cc1ccccc1 (stereo unspecified),3,81,-17,0,6,-12,26,-17,i,-1
Cc1ccc(C)c(OCc2nnc(N)s2)c1,-3,9,6,2,0,-21,-23,-3,i,-1
O=C(Nc1cccc(Cl)c1)ON=C1c2ccccc2-c2ccccc21,3,-2,10,6,7,-33,-66,0,i,-1
Cc1ccc(CCSc2ccc(C(C)C)cc2)cn1,0,9,16,4,5,-28,3,-5,i,-6
CCN(Cc1ccccc1)C(=O)CCNS(=O)(=O)c1cc(Br)cnc1N,-4,4,34,10,-7,-24,15,1,i,-2
Cc1cc(C(=O)OCC(=O)Nc2cc(C)on2)c2ccccc2n1,0,37,-5,-5,0,5,12,1,i,-4
O=C(NCc1ccc2c(c1)OCO2)C1CCCN1C(=O)Nc1cccc(Cl)c1 (stereo unspecified),1,20,0,-5,8,-5,-3,-3,i,-2
COC(C[C@@H](O)C[C@@H](O)[C@@H](C)OCc1ccccc1)OC,.,13,-5,-4,.,.,-6,2,i,-4
COc1ccccc1NC(=O)c1nn(C)c(C(=O)Nc2ccccc2OC)c1[N+](=O)[O-],1,14,-48,-32,-2,-5,6,2,i,-1
OCCCNC(=S)NC1CCCC1,6,5,-1,-7,1,-40,9,-1,i,3
COc1ccc(N2C(=O)CC(N3CCN(c4cccc(Cl)c4)CC3)C2=O)cc1 (stereo unspecified),-2,10,-1,-2,2,-35,1,2,i,-2

# Screens as filed in PubChem BioAssay.
